Runt-CBFb FRET – blocks binding of human RUNX1 Runt domain to CBFb | Cerulean-Runt/Venus-CBFb FRET ratio 530/480, 1 h | inhibition, % at 20 µM | 0.46% of 220,000 active;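 active = inhibition over about 50% at 20 µM in the single-dose screen, limit read from the data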;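 note: 0% = DMSO wells and 100% = excess unlabeled CBFb competitor control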
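Reagent – Venus-CBFb binding partner, 100 nM · Assay system – Cerulean-tagged RUNX1 Runt domain (FRET donor) fusion protein · Input – 100 nM per protein · Incubation – two 1 h room-temperature incubations shielded from light · Measured by – FRET fluorescence · Medium – Tris buffer pH 7.5 with salts and BSA · Benchmarks – unlabeled CBFb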
hK5 inh – blocks human kallikrein 5 protease activity; inhibition, % at 5 µM; 0.59% of 210,000 active; recombinant hK5, fluorogenic AMC substrate cleavage; AID 873; Q9Y337;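 active = inhibition of 40% or more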;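 note: 0% = enzyme controls without compound and 100% = no-enzyme blanks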
FXIa inh 1536 – factor XIa (human) inhibition. P03951. purified FXIa, Boc-Glu-Ala-Arg-AMC fluorogenic substrate. inhibition, % at 5 µM. 0.14% of 220,000 active. AID 798;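 active = inhibition of at least 40%; inactive = inhibition below 40%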;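 note: fluorescence of freed AMC excited at 355 nm; 0% = enzyme without compound and 100% = no enzyme blank; many of its hits are not listed in these tables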
thrombin 1536 – thrombin (human) inhibition. P00734. alpha-thrombin, Boc-VPR-AMC fluorogenic substrate cleavage. inhibition, % at 5 µM. 0.26% of 220,000 active;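 active = inhibition at or above 40%; inactive = inhibition below 40%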;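 note: 0% = enzyme with no compound and 100% = wells without enzyme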
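Test system: human alpha-thrombin; medium: pH 7.5 Tris-saline with Tween 20; times: reaction at room temperature; signal: AMC fluorescence at 355 nm excitation and 460 nm emission; also added: Boc-VPR-AMC substrate, 15 µM final; dosing: one concentration per compound, 5 µM, with 0.2% DMSO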
Runt-SMMHC FRET – inhibitors of human RUNX1 Runt domain binding to CBFb-SMMHC. Cerulean-Runt/Venus-CBFb-SMMHC FRET ratio 530/480, 1 h. inhibition, % at 20 µM. 0.74% of 220,000 active;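 active = mean inhibition across duplicate retests at 20 µM reaching about 50%, limit read from the data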;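 note: 0% = DMSO wells and 100% = wells with excess untagged CBFb-SMMHC; inhibitors lower the FRET ratio by blocking Runt binding to CBFb-SMMHC; some results filed as inactive read as strong as hits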
Hck-Nef inh – human Hck-Nef kinase inhibition; P08631; Recombinant Hck-YEEI plus Nef, Z-Lyte FRET kinase assay; inhibition, % at 20 µM; 0.68% of 220,000 active; AID 463187;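 active = Hck-Nef kinase inhibition above about 50%, limit read from the data; inactive = inhibition below that limit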;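 note: 0% = DMSO with Hck plus Nef and 100% = Hck alone without Nef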
Wee1 degr inh – blocks degradation of human Wee1 kinase; reporter increase, % at 5 µM; P30291; 1.2% of 220,000 active; HeLa Luc-Wee1K328M stability, luciferase luminescence; 100% = proteasome inhibitor MG132 effect; AID 1321;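 active = activation above the mean of all tested compounds plus 3 SD, set per screening run, cut at about 8.8% in these data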;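 note: cells exposed to compound for 20 h before luminescence read; 0% = DMSO alone and 100% = MG132 at 30 µM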
Target sequence (P30291 whole entry K328M): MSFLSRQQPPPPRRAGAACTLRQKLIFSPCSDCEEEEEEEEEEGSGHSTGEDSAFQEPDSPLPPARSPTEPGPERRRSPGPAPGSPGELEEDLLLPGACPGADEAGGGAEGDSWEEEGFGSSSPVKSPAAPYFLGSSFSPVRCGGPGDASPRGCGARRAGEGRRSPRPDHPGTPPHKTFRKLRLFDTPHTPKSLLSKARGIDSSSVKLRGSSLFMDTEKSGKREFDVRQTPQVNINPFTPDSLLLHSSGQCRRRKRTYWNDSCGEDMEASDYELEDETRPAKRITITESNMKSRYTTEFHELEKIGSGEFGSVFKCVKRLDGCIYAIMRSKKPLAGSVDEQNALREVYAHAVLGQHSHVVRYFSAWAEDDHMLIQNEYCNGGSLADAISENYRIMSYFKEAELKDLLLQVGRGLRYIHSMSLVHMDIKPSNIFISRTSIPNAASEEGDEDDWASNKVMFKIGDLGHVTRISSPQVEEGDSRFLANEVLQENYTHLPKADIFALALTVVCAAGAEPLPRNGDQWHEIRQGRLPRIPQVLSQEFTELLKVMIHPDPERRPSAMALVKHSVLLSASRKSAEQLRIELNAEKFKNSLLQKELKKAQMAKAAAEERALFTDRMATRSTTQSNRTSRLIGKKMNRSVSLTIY
FXIIa inh 1536 – factor XIIa (human) inhibition; P00748; purified FXIIa, Boc-QGR-AMC fluorogenic substrate, 2 h; inhibition, % at 5 µM; 0.3% of 220,000 active; in the data active = inhibition above about 40%;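 note: 0% = enzyme with no compound and 100% = blank without enzyme; many of its hits are not listed in these tables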
14-3-3 Bad inh – disrupts binding of bovine 14-3-3 zeta to phospho-Bad peptide. P63103. TR-FRET 14-3-3zeta/Dy647-pBad peptide displacement, 1 h. inhibition, % at 21.7 µM. 0.71% of 220,000 active. AID 781;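 active = inhibition above about 70%, limit read from the data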;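 note: 0% = full 14-3-3 plus peptide FRET controls and 100% = background without 14-3-3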
Target sequence (P63103 whole entry, looked up): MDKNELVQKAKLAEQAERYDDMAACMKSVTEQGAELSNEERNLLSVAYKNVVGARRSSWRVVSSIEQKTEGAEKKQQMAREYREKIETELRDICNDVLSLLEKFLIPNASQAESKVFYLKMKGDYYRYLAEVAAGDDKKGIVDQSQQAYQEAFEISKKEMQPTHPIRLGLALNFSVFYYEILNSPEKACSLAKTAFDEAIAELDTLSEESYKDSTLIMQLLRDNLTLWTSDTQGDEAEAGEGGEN
Starred values were filed as active, the others as inactive; nt = not tested or not shown; [ ] = remark or other dose.

Runt-CBFb FRET	hK5 inh	FXIa inh 1536	thrombin 1536	Runt-SMMHC FRET	Hck-Nef inh	Wee1 degr inh	FXIIa inh 1536	14-3-3 Bad inh	SMILES
0	-27	-9	0	0	6	7	1	-8	COc1ccc(C)cc1NC(=O)CCS(=O)(=O)c1ccc2c(c1)CCN2C(C)=O
5	-1	-1	-16	2	1	-1	-8	6	O=C(CSCc1nc2ccccc2[nH]1)N1CCN(c2ccc(F)cc2)CC1
1	-24	-5	-12	4	4	0	-2	-13	CN(C)C(=S)Nn1c(-c2ccccc2)nc2ccccc2c1=O
4	-1	-3	-7	1	0	2	6	-8	COc1ccc(-c2csc(Nc3ccccc3)n2)cc1
0	-24	2	4	0	0	-1	19	4	Cc1ccc(CNC(=O)c2ccccc2NS(C)(=O)=O)cc1
1	3	4	-3	-6	9	-1	16	2	Cc1[nH]nc2c1C(CC(C)C)C(C#N)=C(N)O2 (centres undefined)
-1	-9	17	3	-7	0	4	27	4	COc1ccc(N2C(N)=NC(N)=NC2(C)C)cc1
-4	-15	-4	-6	2	-7	0	5	5	O=C(Cn1cncn1)N/N=C/c1ccc(Cl)cc1
0	-7	-4	-10	-1	-1	-1	1	-11	CC1CCCN(c2nc(-c3cccnc3)nc3scc(-c4ccccc4)c23)C1 (centres undefined)
2	-27	-5	-6	-6	4	-1	0	10	CCOc1cccc2cc(-c3csc(NC(=O)CCC(=O)N4CCC(C)CC4)n3)c(=O)oc12
1	-1	4	7	-1	7	1	2	-2	CC(NC(=O)c1cccs1)C(=O)NC1=NCCS1 (centres undefined)
0	-5	0	-2	2	0	2	12	-2	COCCNC(=O)CN(C(=O)CCC(=O)Nc1nccs1)c1ccccc1OC
1	4	-4	-1	-7	-2	-1	4	-10	Cc1c(Br)cccc1NC(=O)c1sccc1-n1cccc1
0	-7	-10	-3	9	30	0	-6	3	CN1c2ccccc2-c2nc3ccccc3n2C1c1ccccn1 (centres undefined)
0	-5	1	-1	5	1	-1	2	3[fluorescence artefact?]	c1ccc(CCNc2nnnn2-c2ccccc2)cc1
-1	1	-4	-6	-1	-1	-1	8	-7	Cc1noc(C)c1CSc1nnc2ccccn12
1	-118	-3	0	-5	-3	0	10	-4	Cc1nnc(SCc2ccccc2Cl)n(N)c1=O
-5	-11	-5	-15	-17	1	-2	-3	-9	C/C(=N\NC(=O)COc1cc(C)cc(C)c1)c1ccc(N2CCOCC2)cc1
2	0	2	-7	-1	-3	-1	7	-2	C#CCOc1ccccc1C(N)=O
-6	-11	14	-7	3	0	2	11	-11	Cn1c(=O)[nH]c(=O)c2c1nc(N1CCCCCC1)n2CCCSc1nnnn1-c1ccccc1
0	-16	5	2	-4	1	0	15	5	Cc1ccc(C(=O)OCC(=O)Nc2ccccc2C(F)(F)F)cc1S(=O)(=O)N1CCOCC1
0	-20	-1	-6	-3	1	-4	6	8	NC(N)=N/N=C/c1ccccc1
0	-21	-8	0	-3	14	10*	-1	14	CC(=O)c1ccc(NC(=O)c2noc3c2CCC3)cc1
1	-11	-5	-3	3	3	0	1	-3[fluorescence artefact?]	NC(=O)C1(NC(=O)[C@@H]2CC3(CC(c4cccc(NC(=O)[C@@H]5CCC(=O)N5)c4)=NO3)CN2C(=O)c2ccccc2)CC1 (some centres undefined)
0	nt	-3	-6	2	5	1	3	-1	CCCNS(=O)(=O)c1ccc(CCC(=O)NCCc2ccc(OC)c(OC)c2)cc1
-2	0	2	-23	-10	1	0	3	-9	CCOC(=O)CC1Sc2ccccc2NC1=O (centres undefined)
-2	-4	-2	-7	-1	21	-3	5	1	CCN(CC)C(=O)Oc1nnc(SC(C)C)n1-c1ccc(Cl)cc1
0	-10	6	-3	5	4	-3	14	-8	O=C(CNc1c(Br)cc(Br)cc1Br)NN=C1CCCCC1
-2	2	-2	-2	2	14	-2	2	-2	CCO[C@@H]1OC(C(=O)N2CCN(Cc3ccccc3)CC2)=C[C@H](c2ccccc2)[C@H]1CCCO
-1	nt	-2	-7	1	9	2	8	-3	O=C(NCC1CCCO1)c1ccc2c(=O)n(-c3ccc(F)cc3)c(=S)[nH]c2c1 (centres undefined)
2	-13	5	2	1	4	-1	15	3	COc1ccc(C2C(C(=O)O)CC(=O)N2C2CCCCC2)cc1 (centres undefined)
-1	5	0	-5	2	-30	2	7	-7	CCOC(=O)Nc1cccc(NC(=O)c2ccccc2F)c1
40	3	5	0	6	19	3	13	-4	CN(C)c1ccc(CC2C(=O)Nc3ccccc32)cc1 (centres undefined)
-1	10	-5	-7	-1	15	0	0	-7	CCOc1cc(N2CCOCC2)c(OCC)cc1NC(=O)CN1C(=O)NC(C)(C2CC2)C1=O (centres undefined)
1	-1	-4	-11	4	17	-3	2	23	CCN1CCN(C(CC(C)C)c2nnnn2CS(=O)(=O)c2ccc(C)cc2)CC1 (centres undefined)
0	-2	-3	-6	3	-4	-1	1	-6	Cc1cccc(C(=O)OCC(=O)NCC(C)C)c1O
-1	1	-1	-4	2	20	0	8	-4	Cc1ccsc1/C=N/NC(=O)C1CC(=O)N(c2ccc(F)cc2)C1 (centres undefined)
-5	-14	3	-15	4	2	-1	5	8	Cc1ccc(NC(=O)CSc2nnc3n2CCCCC3)cc1
-52	-2	-4	-7	-98	-9	5	9	-7	CC(=O)Nc1ccc(S(=O)(=O)Nc2nc3ccccc3nc2-n2ccc(=NC(=O)c3ccc(F)cc3)cc2)cc1
0	-18	4	-5	3	7	-1	4	-6	S=C(Nc1ccccc1Cl)N1CCOCC1
-1	-11	9	2	1	0	-1	16	-4	COCc1c(C)cc(C)c(/C=N/O)c1C
17	-4	7	5	10	-3	-2	11	-13[fluorescence artefact?]	CCOC(=O)c1c(-c2ccc(OC)cc2)csc1NC(=O)CCN1C(=O)c2ccccc2C1=O
2	1	-16	-3	1	4	-3	4	-4	CCC(CC)c1nnc(NC(=O)CN2C(=O)C3C4C=CC(C4)C3C2=O)s1 (centres undefined)
-1	-1	-4	2	0	7	-1	9	2	Cc1ccc(S(=O)(=O)N2CCN(C(=O)CSc3nncs3)CC2)cc1
22	-295	9	1	-2	0	1	14	-7[fluorescence artefact?]	O=c1c2ccccc2nc(N/N=C/c2c(O)ccc3ccccc23)n1O
34	-6	8	8	20	15	-1	34	3	CC(=O)Oc1c(/C=C(\C#N)C(N)=O)[nH]c2ccccc12
-1	-8	-2	-7	-4	1	3	-1	1	NNC(=O)CNC(=O)c1cccc(Br)c1
-2	-7	8	4	-1	-2	4	14	5	COCCCn1c(-c2ccco2)nc2ccccc2c1=O
-2	-6	1	18	2	23	0	10	-14	CC(/C=C/C=C/c1ccccc1)=N\NC(=O)c1cccnc1
0	-9	1	0	6	6	-1	9	4	CCOC(=O)N1CCN(S(=O)(=O)c2ccc(C)c(C)c2)CC1
0	-5	0	-7	-1	-12	0	6	7	O=C(c1cc2ccccc2oc1=O)N1CCN(c2ncccn2)CC1
0	-4	-6	-3	-4	-17	3	-1	-4	O=C(CN1CCOCC1)Nc1ccc(OCc2ccccc2)cc1
1	-12	1	-10	6	3	0	12	20	CO/N=C\CC(=O)Nc1ccc(F)cc1
6	4	10	-4	1	32	nt	5	1	CC1(OC(=O)C2CCCC2)C(=O)C=C2C=C(c3ccsc3)N(CCc3c[nH]c4ccccc34)C=C2C1=O (centres undefined)
-1	-139	-19	-3	-4	3	-1	1	17	O=P(O)(O)CP(=O)(O)O
-2	-6	-3	1	0	0	1	10	-9	[O-][n+]1onc2c3ccnnc3ccc21
nt	-22	1	-2	-1	2	-2	8	7	O=C(COc1ccc([N+](=O)[O-])cc1)N/N=C/c1ccccn1
-1	-8	0	4	2	0	3	11	-10	COC(=O)c1ccc(CSc2nnc3c(Cl)cc(Cl)cn23)o1
0	-2	0	0	-2	25	4	7	3	COc1ccc(S(=O)(=O)N2CCCC(C(=O)NCc3ccc4c(c3)OCO4)C2)cc1 (centres undefined)
0	-11	3	-6	2	-3	-3	22	-5	COc1ccccc1-n1c(SCC(=O)NC2CCCC2)nc2cccnc21
-1	2	5	2	-4	0	-1	1	-4	CNC(=O)COC(=O)c1cc2c(C)nn(-c3ccc(F)cc3)c2s1
-2	3	1	-23	1	2	0	-7	5	Cc1nc2ccccc2c(=O)n1CCCn1ccnc1
-1	4	1	-5	-2	5	-2	5	-3	O=C(NC1CC1)C1=C[C@@H](C2CCCCC2)C[C@@H](OCCCCO)O1

Four consecutive compounds from above, for reference:
Runt-CBFb FRET	hK5 inh	FXIa inh 1536	thrombin 1536	Runt-SMMHC FRET	Hck-Nef inh	Wee1 degr inh	FXIIa inh 1536	14-3-3 Bad inh	SMILES
5	-1	-1	-16	2	1	-1	-8	6	O=C(CSCc1nc2ccccc2[nH]1)N1CCN(c2ccc(F)cc2)CC1
1	-24	-5	-12	4	4	0	-2	-13	CN(C)C(=S)Nn1c(-c2ccccc2)nc2ccccc2c1=O
4	-1	-3	-7	1	0	2	6	-8	COc1ccc(-c2csc(Nc3ccccc3)n2)cc1
0	-24	2	4	0	0	-1	19	4	Cc1ccc(CNC(=O)c2ccccc2NS(C)(=O)=O)cc1

Assay outcomes as filed in PubChem.

Outcome played no part in choosing rows; about 4.2% have a hit in one of these screens.
